TcdB GH inh: blocks C. difficile toxin B glycohydrolase activity; P18177; TcdB glycohydrolase enzymatic assay, plate reader; inhibition, % at 9.99 µM; hit rate 0.24% among 350,000; in the data active means inhibition above about 10%
* marks the source's active call; other numbers are inactive results.

SMILES	TcdB GH inh
CCC(=O)N(C)C[C@H]1Oc2cc(C#CC(C)C)ccc2S(=O)(=O)N([C@@H](C)CO)C[C@H]1C	1.0
C[C@@H]1CCCCO[C@H](CN(C)C(=O)c2ccncc2)[C@H](C)CN([C@H](C)CO)C(=O)c2cc(NC(=O)c3ccncc3)ccc2O1	-0.2
O=C(Nc1cc(F)ccc1F)N1CC(=O)N2[C@H](C1)[C@@H](c1ccc(-c3cccnc3)cc1)[C@@H]2CO	-0.4
COC(=O)C1=CN(c2ccc(F)cc2)C(N)=C(C#N)C1c1cccc(OC)c1OC (configuration not stated)	-0.8
CO[C@H](CN(C)Cc1cc(F)ccc1F)[C@@H](C)CN(C(=O)Nc1ccc(F)cc1)[C@@H](C)CO	-0.2
C[C@@H](NC(=O)C[C@@H]1CC[C@@H]2[C@H](COC[C@@H](O)CN2C(=O)Nc2ccccc2)O1)c1ccccc1	0.3
C[C@@H]1CN([C@H](C)CO)C(=O)c2cc(NC(=O)C3CC3)ccc2O[C@H]1CN(C)S(C)(=O)=O	-0.1
CN(C)C(=O)C[C@H]1CC[C@@H]2[C@H](COc3ccc(NC(=O)c4cnccn4)cc3C(=O)N2C)O1	-0.1
O=C(CN1CCOCC1)NCC[C@H]1CC[C@@H](NS(=O)(=O)c2ccc(F)cc2)[C@@H](CO)O1	-1.5
COc1ccc(NC(=O)N2CC3(C2)CN(C(=O)CN2CCOCC2)[C@H](CO)c2[nH]c4cc(OC)ccc4c23)cc1	-1.9
C[C@@H]1CN([C@H](C)CO)S(=O)(=O)c2ccc(C#CCN(C)C)cc2O[C@H]1CN(C)Cc1ccc(F)cc1	-0.6
C[C@@H]1CN([C@H](C)CO)S(=O)(=O)c2ccc(C#CC3CC3)cc2O[C@@H]1CN(C)C(=O)c1cccc(F)c1	1.0
CCNC(=O)C[C@H]1CC[C@@H]2[C@@H](COc3ccc(NC(=O)c4cccc(OC)c4)cc3C(=O)N2C)O1	10*
C[C@@H]1CN([C@@H](C)CO)C(=O)CCCn2cc(nn2)CO[C@H]1CN(C)Cc1ccc(C(F)(F)F)cc1	-0.2
CC(=O)N1[C@H](C(=O)NCc2ccccc2Cl)[C@@H](CO)[C@@H]2Cn3c(ccc(-c4cccnc4)c3=O)[C@@H]21	-0.2
C[C@H]1CCCCO[C@@H](CN(C)C(=O)CCCN(C)C)[C@@H](C)CN([C@@H](C)CO)C(=O)c2cc(NS(=O)(=O)c3ccccc3)ccc2O1	-2.0
COCC(=O)N(C)C[C@H]1Oc2cc(C#CC(C)(C)O)ccc2S(=O)(=O)N([C@H](C)CO)C[C@H]1C	0.7
C[C@@H]1CN([C@@H](C)CO)S(=O)(=O)c2ccc(-c3ccccc3)cc2O[C@H]1CN(C)S(=O)(=O)c1ccccc1F	-1.7
COc1cccc(/C=C2/Sc3ccc(C(=O)NC4CC4)cc3NC2=O)c1	0.9
C[C@@H]1CN([C@@H](C)CO)C(=O)Cc2cc(NC(=O)CCCCCC(=O)Nc3ccccc3N)ccc2O[C@@H]1CN(C)Cc1ccc2c(c1)OCO2	0.3
C[C@H]1CN([C@@H](C)CO)C(=O)Cc2cc(NC(=O)CCC(F)(F)F)ccc2O[C@@H]1CN(C)C	-2.5
COc1cccc(-c2ccc([C@H]3[C@@H](CO)N4C(=O)CN(C(=O)c5cccnc5)C[C@H]34)cc2)c1	-21
O=C(Nc1ccc2c(c1)[C@H]1C[C@@H](CC(=O)N3CCOCC3)O[C@@H](CO)[C@H]1O2)Nc1ccccc1F	0.7
C[C@H](CO)N1C[C@H](C)[C@H](CN(C)CC2CC2)Oc2ccc(NS(=O)(=O)c3cn(C)cn3)cc2CC1=O	-3.9
Cc1ccc(S(=O)(=O)N(C)C[C@@H]2Oc3ccc(NC(=O)c4ccncc4)cc3C(=O)N([C@@H](C)CO)C[C@H]2C)cc1	0.5

An excerpt of these results, in markdown:
| mol | TcdB GH inh |
| --- | --- |
| C[C@@H]1CN([C@H](C)CO)S(=O)(=O)c2ccc(C#CCN(C)C)cc2O[C@H]1CN(C)Cc1ccc(F)cc1 | -0.6 |
| O=C(Nc1ccc2c(c1)[C@H]1C[C@@H](CC(=O)N3CCOCC3)O[C@@H](CO)[C@H]1O2)Nc1ccccc1F | 0.7 |

The listing picks up with the two entries that preceded the break.
SMILES	TcdB GH inh
C[C@H](CO)N1C[C@H](C)[C@H](CN(C)CC2CC2)Oc2ccc(NS(=O)(=O)c3cn(C)cn3)cc2CC1=O	-3.9
Cc1ccc(S(=O)(=O)N(C)C[C@@H]2Oc3ccc(NC(=O)c4ccncc4)cc3C(=O)N([C@@H](C)CO)C[C@H]2C)cc1	0.5
O=C(c1cnccn1)N1CC(=O)N2[C@@H](CO)[C@@H](c3ccc(-c4ccc(F)cc4)cc3)[C@@H]2C1	-0.1
CO[C@H]1CN(C)C(=O)c2ccc(NC(=O)c3cnccn3)cc2OC[C@@H](C)N(C(C)=O)C[C@@H]1C	0.3
Cc1ccc(S(=O)(=O)Nc2ccc3c(c2)CC(=O)N([C@@H](C)CO)C[C@H](C)[C@@H](CN(C)C(=O)Nc2ccc(F)cc2)O3)cc1	-1.1
CCC(=O)N1CC[C@@H]2[C@@H](CO)Nc3ccc(C#Cc4ccc(F)cc4)cc3[C@@H]21	-1.3
C[C@@H]1CN([C@@H](C)CO)S(=O)(=O)c2ccc(-c3ccccc3F)cc2O[C@@H]1CN(C)C(=O)C1CC1	-0.9
Cc1ccc(S(=O)(=O)N(C)C[C@@H]2OCCCC[C@@H](C)Oc3ccc(NC(=O)Nc4ccccc4)cc3C(=O)N([C@@H](C)CO)C[C@H]2C)cc1	-0.8
CO[C@H]1CN(C)C(=O)c2cc(NC(C)=O)ccc2OC[C@@H](C)N(S(=O)(=O)c2cn(C)cn2)C[C@@H]1C	-0.2
C[C@@H]1CN([C@H](C)CO)C(=O)c2cc(NS(=O)(=O)c3ccc(Cl)cc3)ccc2O[C@@H](C)CCCCO[C@@H]1CN(C)C(=O)CCCN(C)C	-1.2
CCCN(C)C[C@H]1Oc2ncc(Br)cc2C(=O)N([C@@H](C)CO)C[C@H]1C	0.4
CO[C@H]1CC[C@@H]2CCOc3ccc(C#N)cc3C(=O)N(C)[C@@H](C)C(=O)N(C)C[C@H]1O2	2.8
CC(C)C[C@@H]1COc2cc(F)ccc2S(=O)(=O)N1	1.1
C[C@@H]1CN([C@H](C)CO)S(=O)(=O)c2ccc(C#CCN(C)C)cc2O[C@H]1CN(C)C(=O)C1CCC1	0.9
C[C@H]1CN([C@@H](C)CO)C(=O)Cc2cc(NC(=O)c3ccncc3)ccc2O[C@H]1CN(C)Cc1ccc(C(=O)Nc2ccccc2N)cc1	0.1
CN1c2ccc(Br)cc2[C@@H]2[C@@H](CCN2C(=O)Nc2cc(F)ccc2F)[C@@H]1CO	-0.5
COc1ccc(NC(=O)N[C@H]2CC[C@H](CCNS(=O)(=O)c3cccc(Cl)c3)O[C@H]2CO)cc1	2.3
C[C@H]1CN([C@@H](C)CO)C(=O)Cc2cc(NC(=O)C3CCCCC3)ccc2O[C@@H]1CN(C)S(=O)(=O)c1ccccc1	0.8
C[C@H](CO)N1C[C@H](C)[C@@H](CN(C)S(=O)(=O)c2cn(C)cn2)Oc2ccc(NS(=O)(=O)c3cn(C)cn3)cc2C1=O	0.7
CC(C)C#Cc1cnc2c(c1)C(=O)N([C@@H](C)CO)C[C@@H](C)[C@@H](CN(C)S(=O)(=O)c1cn(C)cn1)O2	0.8
O=C(C[C@H]1CC[C@H]2[C@@H](COC[C@H](O)CN2Cc2cccc(C(F)(F)F)c2)O1)NCc1ccc(Cl)cc1	-0.7
C[C@@H]1CN([C@H](C)CO)C(=O)c2cccc(NC(=O)C3CCOCC3)c2O[C@@H]1CN(C)Cc1ccc(-c2ccccc2)cc1	-1.1
O=C(c1ccccc1)N1Cc2ccccc2[C@H]2OC(c3ccc(OCCCO)cc3)=N[C@@]2(Cc2ccccc2)C1=O	1.2
CCCC(=O)Nc1ccc2c(c1)C(=O)N(C)C[C@H](OC)[C@@H](C)CN(Cc1cncnc1)[C@H](C)CO2	0.0
CCCNC(=O)N(C)C[C@H]1Oc2ncc(C3=CCCC3)cc2C(=O)N([C@@H](C)CO)C[C@H]1C	0.5
COCC(=O)N1CC(=O)N2[C@H](CO)[C@@H](c3ccc(C#CC4CCCCC4)cc3)[C@H]2C1	0.7
C[C@@H]1CN([C@H](C)CO)C(=O)c2cc(NC(=O)Nc3ccccc3)ccc2O[C@@H](C)CCCCO[C@@H]1CN(C)Cc1ccncc1	-0.5

(list continues)
SMILES	TcdB GH inh
COc1ccc(NC(=O)N(C)C[C@@H]2Oc3ncc(C#CCN(C)C)cc3C(=O)N([C@@H](C)CO)C[C@H]2C)cc1	-0.3
CCNC(=O)C[C@H]1CC[C@H](NC(=O)NC2CCCCC2)[C@H](CO)O1	1.1
C[C@@H]1CN([C@H](C)CO)S(=O)(=O)c2ccc(-c3ccccc3)cc2O[C@@H]1CN(C)Cc1cncnc1	0.0
C[C@@H]1CN([C@H](C)CO)C(=O)c2cc(NC(=O)CCN3CCOCC3)ccc2O[C@@H]1CN(C)S(=O)(=O)c1ccc(Cl)cc1	-0.6
Cc1noc(C)c1NC(=O)N(C)C[C@H]1Oc2ncc(C#CC3CCCC3)cc2C(=O)N([C@@H](C)CO)C[C@@H]1C	0.1
CC(C)NC(=O)N1CCCCN2[C@H](C1)[C@@H](c1ccc(C#CC3CC3)cc1)[C@@H]2CO	0.7
COc1ccc(S(=O)(=O)Nc2ccc3c(c2)C(=O)N([C@@H](C)CO)C[C@@H](C)[C@H](CN(C)C(=O)Nc2ccccc2)OCCCC[C@@H](C)O3)cc1	-5.8
O=C(C[C@H]1CC[C@@H]2[C@H](COC[C@@H](O)CN2Cc2ccc(F)cc2)O1)N1CCc2ccccc2C1	0.4
CO[C@H]1CC[C@@H]2CCOc3c(C#N)cccc3C(=O)N(C)C[C@@H](OC)[C@@H](C)C(=O)N(C)C[C@H]1O2	-0.1
C[C@H](CO)N1C[C@H](C)[C@H](CN(C)C)Oc2ncc(-c3cccc(C#N)c3)cc2C1=O	0.0
COc1ccc(NC(=O)N2CCCCN3[C@H](CO)[C@@H](c4ccc(C5=CCCC5)cc4)[C@H]3C2)cc1	-0.7
O=C(CN1CCOCC1)NCC[C@@H]1CC[C@@H](NC(=O)Nc2ccc(Cl)cc2)[C@@H](CO)O1	0.4
C[C@@H]1CN([C@@H](C)CO)C(=O)c2cc(NC(=O)Cc3ccccc3)ccc2O[C@H]1CN(C)Cc1ccncc1	0.9
N#C[C@H]1N[C@H](CO)[C@@H]1c1ccc(C#Cc2cccnc2)cc1	-1.8
O=C(C1CCCCC1)N1CC2(C1)[C@@H](c1ccccc1)[C@@H](CO)N2Cc1cncnc1	0.0
Cc1noc(C)c1NC(=O)Nc1ccc2c(c1)CC(=O)N([C@H](C)CO)C[C@H](C)[C@H](CN(C)C(=O)Nc1cccc3ccccc13)O2	0.4
C[C@@H]1CN([C@H](C)CO)C(=O)c2cccc(NC(=O)C3CCOCC3)c2O[C@H]1CN(C)S(=O)(=O)c1cn(C)cn1	0.2
COc1cccc(C#Cc2cnc3c(c2)C(=O)N([C@@H](C)CO)C[C@H](C)[C@H](CN(C)C(=O)C2CC2)O3)c1	-1.4
C[C@@H]1CN([C@@H](C)CO)C(=O)c2cc(NC(=O)c3ccncc3)ccc2O[C@@H](C)CCCCO[C@@H]1CN(C)C	-0.2
N#C[C@H]1[C@H](c2ccc(C#CC3CCCC3)cc2)[C@@H](CO)N1C(=O)Cc1ccccn1	0.0
C[C@H]1CN([C@@H](C)CO)S(=O)(=O)c2ccc(-c3ccc(C#N)cc3)cc2O[C@H]1CN(C)Cc1cccc(F)c1	-0.4
CNC(=O)C[C@@H]1CC[C@@H]2[C@H](COc3ccc(NS(=O)(=O)c4ccccc4C)cc3C(=O)N2C)O1	15*
CCS(=O)(=O)N1CC2(C1)[C@@H](c1ccccc1)[C@@H](CO)N2C(=O)C1CCCC1	0.3
COc1ccc(S(=O)(=O)N(C)C[C@H]2OCCCC[C@H](C)Oc3ccc(NS(=O)(=O)c4cccs4)cc3C(=O)N([C@H](C)CO)C[C@@H]2C)cc1	-0.7
C[C@@H]1CN([C@H](C)CO)C(=O)c2cc(-c3ccccc3)cnc2O[C@@H]1CN(C)Cc1ccccc1	0.3

Another view of some results above:
Molecule,TcdB GH inh
N#C[C@H]1N[C@H](CO)[C@@H]1c1ccc(C#Cc2cccnc2)cc1,-1.8
Cc1noc(C)c1NC(=O)Nc1ccc2c(c1)CC(=O)N([C@H](C)CO)C[C@H](C)[C@H](CN(C)C(=O)Nc1cccc3ccccc13)O2,0.4

As entered above.
`O=C(C[C@H]1CC[C@@H]2[C@H](COC[C@@H](O)CN2Cc2ccc(F)cc2)O1)N1CCc2ccccc2C1` in TcdB GH inh = 0.4
`COc1ccc(NC(=O)N2CCCCN3[C@H](CO)[C@@H](c4ccc(C5=CCCC5)cc4)[C@H]3C2)cc1` in TcdB GH inh = -0.7
`CO[C@H]1CC[C@@H]2CCOc3c(C#N)cccc3C(=O)N(C)C[C@@H](OC)[C@@H](C)C(=O)N(C)C[C@H]1O2` in TcdB GH inh = -0.1

Going on with the list.
SMILES	TcdB GH inh
N#C[C@@H]1N[C@H](CO)[C@@H]1c1ccc(C#CC2CCCC2)cc1	1.1
C[C@@H]1CCCCO[C@@H](CN(C)C(=O)c2ccncc2)[C@@H](C)CN([C@@H](C)CO)C(=O)c2cc(NS(=O)(=O)c3ccccc3)ccc2O1	0.5
C[C@@H]1CCCCO[C@H](CN(C)S(=O)(=O)c2ccc(Cl)cc2)[C@@H](C)CN([C@H](C)CO)C(=O)c2cc(NC(=O)C3CCCCC3)ccc2O1	1.0
CCc1c(-c2ccc(OC)c(OC)c2)ncn1CCc1ccccc1OC	0.2
C[C@@H]1CN([C@@H](C)CO)S(=O)(=O)c2ccc(-c3cncnc3)cc2O[C@@H]1CN(C)C	-0.2
CO[C@H]1CN(C)C(=O)c2cc(NS(=O)(=O)c3c(C)noc3C)ccc2OC[C@H](C)NC[C@@H]1C	-0.1
O=C(NCC[C@H]1CC[C@H](NS(=O)(=O)c2cccc(F)c2)[C@@H](CO)O1)C1CCOCC1	0.6
C[C@H]1CN([C@@H](C)CO)C(=O)c2cc(NC(=O)Nc3ccc4c(c3)OCO4)ccc2O[C@H]1CN(C)S(=O)(=O)c1cccs1	2.1

Assay outcomes from PubChem.

An excerpt. The share of hits here may be higher or lower than overall.
